Screening results as filed in PubChem.
SK-BR-3 tox 24h – SK-BR-3 proliferation inhibitors; AID 847; hit rate 0.47% among 41,000; viability, % at 10 µM; SK-BR-3 viability, CellTiter-Glo ATP luminescence, 24 h; hits give low values;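 active = viability at or below the median of all test compounds minus 3 SD, in both replicates if run twice, cut at about 45% in these data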;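 also: 100% = median untreated cell wells and 0% = median positive control drug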
The depositor's hits bear a star.

SMILES	SK-BR-3 tox 24h
COC(=O)C1=C(N)Oc2cc(C)oc(=O)c2C1c1cccnc1 (stereo unspecified)	116.5
Cc1ccc(-n2c(=O)[nH]cc(C(=O)N3CCc4ccccc43)c2=O)cc1	89.0
Cc1nc(=O)c(-c2ccccc2)c(C)n1-c1ccccc1O	91.6
Nc1nc2n(n1)C(c1ccco1)CC(c1ccc(Cl)cc1Cl)N2 (stereo unspecified)	80.1
CCCCCCc1nc2ccccc2c(=O)n1N	120.7
CCOC(=O)CNC(=O)c1c(C)nn(-c2ccccc2)c1Cl	89.7
O=C(CCSCCC(=O)NCc1cccs1)NCc1cccs1	98.1
CC(=O)CCc1c(C)c2cc(C)ccc2[nH]c1=O	97.1
CCS(=O)(=O)N1CCN(Cc2ccccc2OC)CC1	99.6
CC1CN(Cc2ccc(C#N)cc2Cl)CC(C)O1 (stereo unspecified)	91.7
CCOC(=O)c1c(C)[nH]c(C=Nc2ccccc2)c1O	77.2
COc1ccc(Cc2nnc(SCC(=O)c3ccc(OC)cc3)o2)cc1	97.8
Cc1nnc(SC(C)C(=O)Nc2ccc(S(=O)(=O)N3CCCCCC3)cc2)s1 (stereo unspecified)	82.0
C=CCN(C(=O)CCC(=O)O)C1CC(=O)N(c2ccc(OC)cc2)C1=O (stereo unspecified)	83.9
CC1=C2C(CCS2(=O)=O)CC2(C1)C(=O)OC(C)(C)OC2=O (stereo unspecified)	93.6
CCN(Cc1ccncc1)C(=O)c1cccc(S(=O)(=O)N2CCOCC2)c1	102.5
C=CCN1C(=O)CN=C1Nc1cccc(C)c1	87.2
COc1nc(Nc2ccc(OC)c(Cl)c2)nc(OC)n1	110.4
Cc1cc(Nc2ccc(Cl)cc2)n2nnnc2n1	87.9
O=C(Oc1ccc(Cl)cc1N1C(=O)CCC1=O)c1ccco1	105.1

Laid out differently: 6 of the compounds above
| Structure | SK-BR-3 tox 24h |
| --- | --- |
| CCCCCCc1nc2ccccc2c(=O)n1N | 120.7 |
| CCOC(=O)CNC(=O)c1c(C)nn(-c2ccccc2)c1Cl | 89.7 |
| O=C(CCSCCC(=O)NCc1cccs1)NCc1cccs1 | 98.1 |
| CC(=O)CCc1c(C)c2cc(C)ccc2[nH]c1=O | 97.1 |
| CCS(=O)(=O)N1CCN(Cc2ccccc2OC)CC1 | 99.6 |
| CC1CN(Cc2ccc(C#N)cc2Cl)CC(C)O1 (stereo unspecified) | 91.7 |

Remaining list, next part.
SMILES	SK-BR-3 tox 24h
CCCCSc1nnc(C)c(=O)[nH]1	97.0
COc1ccc(S(=O)(=O)N2CCN(C(=O)c3cccc(Cl)c3)CC2)cc1	99.9
Cc1nnc(NC(=O)CSc2nnc(-c3ccoc3C)n2CC(C)C)s1	84.3
Cc1cc(C)n(-c2ccc(N3CCOCC3)nn2)n1	98.1
Cc1cc(C)nc(SCC(=O)NCc2ccco2)n1	90.9
CN=c1sc(C(=O)Nc2cccc(Cl)c2)cc(=O)n1C	93.5
COc1cc2ccccc2cc1C(=O)Nc1ccc(S(=O)(=O)Nc2cc(C)on2)cc1	85.0
O=C(Nc1cccc(C(=O)N2CCCCCC2)c1)c1ccco1	80.0
CCOC(=O)c1cccc(NC(=O)CCc2nc(-c3ccc(C)cc3)no2)c1	97.7
CCc1nn2cc(-c3ccccc3)nc2s1	86.7
Cc1cccc(NC(=O)CCN2CC(C)OC(C)C2)c1 (stereo unspecified)	120.1
COc1ccc(NC(=O)CCS(=O)(=O)c2ccc(OC)cc2)cc1	115.0
CCOC(=O)c1ccc(Nc2cc(C)nc(-c3ccccc3O)n2)cc1	100.6
CCOC(=O)CNS(=O)(=O)c1c(C)noc1C	90.7
Cc1c(NC(=O)c2ccc(Cl)c(S(=O)(=O)N3CCOCC3)c2)c(=O)n(-c2ccccc2)n1C	103.6
COc1ccc(C2C=C(c3cccs3)Nc3nc(CCCO)nn32)cc1 (stereo unspecified)	92.0
[O-]/[N+](=C\c1ccncc1)c1ccc(Br)cc1	89.7
O=C(CN1CCCCC1)Nc1ccc(S(=O)(=O)N2CCCCCC2)cc1	80.7
Nn1c(SCC(=O)Nc2ccc3c(c2)OCCO3)nnc1C(F)(F)F	83.9
CCOC(=O)CSc1nc2sc3c(c2c(=O)[nH]1)CC(C)(C)OC3	94.6

Next section; the last 7 above are carried over.
SMILES	SK-BR-3 tox 24h
CCOC(=O)CNS(=O)(=O)c1c(C)noc1C	90.7
Cc1c(NC(=O)c2ccc(Cl)c(S(=O)(=O)N3CCOCC3)c2)c(=O)n(-c2ccccc2)n1C	103.6
COc1ccc(C2C=C(c3cccs3)Nc3nc(CCCO)nn32)cc1 (stereo unspecified)	92.0
[O-]/[N+](=C\c1ccncc1)c1ccc(Br)cc1	89.7
O=C(CN1CCCCC1)Nc1ccc(S(=O)(=O)N2CCCCCC2)cc1	80.7
Nn1c(SCC(=O)Nc2ccc3c(c2)OCCO3)nnc1C(F)(F)F	83.9
CCOC(=O)CSc1nc2sc3c(c2c(=O)[nH]1)CC(C)(C)OC3	94.6
CCCCC(=O)Nc1ccccc1C#N	89.3
CCCCOc1ccc(C(=O)Nc2ccc(N3CCN(C(C)=O)CC3)cc2)cc1	87.7
CSc1ccccc1NC(=O)C1CC(c2ccccc2O)=NO1 (stereo unspecified)	97.3
Cc1ccc(C(=O)Cn2c(C)cc(C)c(C#N)c2=O)cc1	107.6
C=CCNC(=O)COc1ccc(S(=O)(=O)NC2CCCCC2)cc1	116.2
CC(C)Oc1cccc(C(=O)Nc2ccc(CN3CCOCC3)cc2)c1	80.2
COC(=O)C(O)(CC(=O)Nc1ccc(Cl)cc1F)C(F)(F)F (stereo unspecified)	82.2
CC(c1ccccc1)n1cnc2ccccc21 (stereo unspecified)	115.2
COCCn1nnnc1SCC(=O)c1ccccc1	82.0
Nc1nc(C(=O)N2CCOCC2)nn1S(=O)(=O)c1ccccc1	86.2
CCOC(=O)CN1C(=O)c2ccccc2C1=O	89.5
N#Cc1ccc(-c2cccnc2)nc1SCC(=O)Nc1sc2c(c1C#N)CCC2	63.0
N#CC1=C(N)C(C#N)(C#N)[C@H](c2ccncc2)[C@H]2CN(C(=O)OCc3ccccc3)CC=C12	73.2
CC(C)OC(=O)c1ccc(OC(=O)c2cccnc2)cc1	133.9
COc1ccccc1N1CCN(C(=O)CCc2ccc(S(=O)(=O)NC(C)C)cc2)CC1	72.9
S=c1[nH]nc(-c2ccco2)n1Cc1ccccc1	87.1
CCc1c(C)nc2cc(-c3cc(OC)cc(OC)c3)nn2c1N1CCCC1	84.9
CCC(C)[C@H](NC(=O)NCc1ccc(Cl)cc1)C(=O)OC (stereo partly specified)	91.8
CC(C(=O)Nc1ccc2c(c1)OCO2)N(c1ccc(Cl)cc1)S(C)(=O)=O (stereo unspecified)	82.0
CC1CCN(c2nc3ccccc3nc2C(C#N)C(=O)OC2CCCCC2)CC1 (stereo unspecified)	80.2
COc1cc(C(=O)Nc2nc(N)n(-c3ccccc3)n2)cc(OC)c1OC	58.2
CCCC1C(c2ccccc2)C(C#N)(C#N)C2(C#N)CC1(N)NC2=O (stereo unspecified)	126.4
COc1cc2c(cc1NC(C)=O)CCCC2	78.9
Clc1ccc(NCc2nncn2-c2ccccc2)cc1	68.6
CCOCCCNC(=O)c1ccc(OC(C)=O)cc1	124.3
CCOc1ccc(-c2nnn(CC(=O)c3ccc4c(c3)OCCO4)n2)cc1	103.7
O=C(CSc1nnc2scc(-c3ccccc3)n12)NCc1ccc2c(c1)OCO2	88.0
COc1ccccc1NC(=O)CSc1nnc(Cn2nnc(-c3ccccc3)n2)n1-c1ccccc1	77.4
O=C(Nc1cccnc1)c1noc2c1CCCCC2	87.2
CCN(CC)c1ccc2cc(C(=O)O)c(=O)oc2c1	102.0
CCCN(CCC)C(C(=O)Nc1cccc(OC)c1)c1ccccc1 (stereo unspecified)	95.1
CCOC(=O)CSc1nc(C)c2cc(OC)ccc2n1	92.6
Cc1ccnc(SCC(=O)Nc2sc3c(c2C#N)CCCC3)n1	119.0
CCCCn1c(SCC(N)=O)nnc1-c1ccco1	99.6
COC(=O)c1ccccc1NC(=O)c1noc2c1CCCC2	86.5
COCCCn1cnc2c(c1=O)c1nc3ccccc3nc1n2-c1ccccc1	92.7
Cc1nc2c(oc3ccccc32)c(=O)o1	106.5
COc1ccc(-c2nc(C#N)c(N3CCN(c4cccc(Cl)c4)CC3)o2)cc1OC	105.2
Fc1ccccc1Cn1nnc2c(-n3ccnc3)ncnc21	87.7
COc1cc(C(=O)Nc2ccccn2)cc(OC)c1OC	121.3
COc1ccc(N2CCN(c3oc(COc4ccccc4Cl)nc3C#N)CC2)cc1	91.3
COC(=O)c1ccc(NC(=O)CN(c2ccc(OC)cc2)S(C)(=O)=O)cc1	94.3
O=C(CN1CCOCC1)Nc1ccc(-c2nc3ccccc3[nH]2)cc1	97.9
O=C(NCc1ccccn1)C(C(=O)c1ccc(F)cc1)n1ccccc1=O (stereo unspecified)	89.5
CCOC(=O)c1ccc(Cn2c(-c3ccccc3)nnc2-c2ccccc2)o1	71.4
O=C1c2oc3ccccc3c(=O)c2C(c2ccccn2)N1Cc1ccccc1 (stereo unspecified)	89.2
CC(=O)NCc1nc2ccccc2n1Cc1ccccc1F	89.7
COc1ccc(S(=O)(=O)NCCCN2CCOCC2)c2ccccc12	103.5
COc1nc(/C(N)=N/O)nc(N2CCCCC2)n1	89.7
Cc1ccc(-c2nc3nc4ccccc4nc3n2Cc2ccco2)cc1	84.5
CCC(C(=O)NC1CCCC1)N(Cc1ccc2c(c1)OCO2)C(=O)c1snc(C(N)=O)c1N (stereo unspecified)	78.6
COc1ccccc1C1(CC(=O)O)CCOC(C)(C)C1 (stereo unspecified)	91.3
CCOC(=O)c1sc(-n2[nH]c(C)cc2=O)nc1C	98.9
CN(C)c1nc(OCCNC(=O)Nc2ccccc2)nc(N(C)C)n1	92.2
O=C(O)CNS(=O)(=O)c1ccc(Br)s1	91.2
CCN1C(=O)C(C(=O)Nc2ccc(OC)cc2)C2CC1(C)Oc1ccccc12 (stereo unspecified)	85.0
CCNS(=O)(=O)c1ccc(OC)c(C)c1	75.7
O=C1c2ccccc2C(=O)N1CSc1ncccn1	101.5
COc1ccccc1NC(=O)N1CCCC1C(=O)NC12CC3CC(CC(C3)C1)C2 (stereo unspecified)	83.2
Cc1nn2c(-c3cccc(NC(=O)c4ccco4)c3)nnc2c2ccccc12	74.4

Going on with the list.
SMILES	SK-BR-3 tox 24h
O=C(c1ccc(COc2ccccc2Br)o1)N1CCCCCC1	85.6
CCC(=O)N1CCc2cc(Br)cc(S(=O)(=O)N3CCN(C(=O)c4ccco4)CC3)c21	88.1
COc1ccc(C2C(C(=O)N3CCCC3)CC(=O)N2c2ccc(OC)cc2)cc1 (stereo unspecified)	100.0
Cc1cc(NC(=O)CSc2nc3ccccc3n2CC(=O)N2CC(C)CC(C)C2)no1 (stereo unspecified)	87.1
O=C(Oc1oc(-c2ccco2)nc1C=Nc1ccccc1)c1ccoc1	87.8
CCCCNC(=O)CC(=O)Nc1ccccc1C(=O)O	140.1
Fc1cccc(Cl)c1Cn1nnc2c(-n3ccnc3)ncnc21	92.6
Cn1c(=O)cc(SCC(=O)N2CCN(c3ccccn3)CC2)c2ccccc21	74.0
CCOC(=O)C1(CC)NC(c2ccc(N(C)C)cc2)C2C(=O)N(C)C(=O)C21 (stereo unspecified)	87.7
CC[N+](CC)(CC)C/C(N)=N/O	100.6
CC(=O)OCC1OC(n2ccc(=O)[nH]c2=O)C(O)C1O (stereo unspecified)	69.6
CN(Cc1ccccc1)C(=O)c1cnc2n(c1=O)CCS2	89.1
COc1ccc(OC)c(S(=O)(=O)NCCO)c1	78.5
CC12CC3CC(C)(C1)CC(C(=O)Nc1nn[nH]n1)(C3)C2	108.1
COC(=O)c1sccc1NC(=O)CSc1nnnn1-c1ccccc1F	93.3
CSc1nc(C)cc(OCC(=O)n2nc(C)cc2C)n1	98.7
CCCCOc1ccc(Cl)cc1CSc1nnc(C)n1N	73.0
O=C(O)CCn1c(=O)c2ccccc2c2ccccc2c1=O	118.6

A portion of the library. The share of hits here may be higher or lower than overall.
